Bioassay records as filed in PubChem.
GBA activity up – glucocerebrosidase activity enhancement | P04062 | actives 0.44% (n = 30,000) | L444P Gaucher fibroblasts, 4-MU-glucoside fluorescence, 3 days | activation, % at 10 µM; in the data active = activation above about 65%;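 note: 0% = vehicle wells and 100% = positive control wells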
Target sequence (P04062 whole entry L483P): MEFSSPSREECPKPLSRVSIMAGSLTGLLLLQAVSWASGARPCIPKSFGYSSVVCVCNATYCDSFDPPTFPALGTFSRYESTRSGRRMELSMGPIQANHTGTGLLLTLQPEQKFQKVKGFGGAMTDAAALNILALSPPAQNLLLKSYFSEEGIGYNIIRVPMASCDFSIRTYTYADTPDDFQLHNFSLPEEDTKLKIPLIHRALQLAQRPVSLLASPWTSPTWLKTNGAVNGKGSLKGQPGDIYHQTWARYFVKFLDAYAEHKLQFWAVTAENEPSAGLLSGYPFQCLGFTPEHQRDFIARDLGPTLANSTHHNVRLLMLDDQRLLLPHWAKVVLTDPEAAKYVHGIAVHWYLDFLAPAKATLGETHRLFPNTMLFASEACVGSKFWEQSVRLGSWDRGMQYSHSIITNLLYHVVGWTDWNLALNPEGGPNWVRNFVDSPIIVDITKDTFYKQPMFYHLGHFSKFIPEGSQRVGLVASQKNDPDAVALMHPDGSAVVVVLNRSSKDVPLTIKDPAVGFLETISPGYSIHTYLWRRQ
* hit, by the source's call.

| Molecule | GBA activity up |
| --- | --- |
| CCCC(=O)Nc1ccc2c(c1)C(=O)N(CCC(=O)O)C2=O | -12 |
| CC1CCCCC1NC(=O)c1cn(C)c2ccc(S(=O)(=O)N3CCCC3)cc2c1=O (stereo not given) | -4 |
| CC(C)C(NC(=O)C12CC3CC(CC(C3)C1)C2)C(=O)O (stereo not given) | 0 |
| CC(C)C1N=C2c3ccccc3N=C(SCC(=O)NCCc3ccc(S(N)(=O)=O)cc3)N2C1=O (stereo not given) | -12 |
| COc1nc(-c2ccccc2)ccc1-c1noc(-c2ccco2)n1 | 8 |
| Cc1ccc(Nc2nc3nonc3[nH]c2=O)cc1C | -20 |
| CCOc1ccc(-c2nnn(CC(=O)c3cc(OC)ccc3OC)n2)cc1 | -8 |
| CCOC(=O)c1cccc(NC(=O)CSc2nnc(C)n2Cc2ccccc2)c1 | -3 |
| COc1cc(-c2cc3nc(C)c(C)c(=O)n3[nH]2)cc(OC)c1OC | 6 |
| Cc1cc(C(F)F)n2nc(C(=O)Nc3ccccc3F)nc2n1 | 9 |
| Cc1ccc2[nH]cc(C(=O)CN3CCC4(CC3)OCCO4)c2c1 | 2 |
| O=C(CN1CCOCC1)Nc1ccc(Oc2ccccc2)cc1 | -26 |
| CCc1nnc(NC(=O)CCC(=O)N2CCN(CCc3ccccc3)CC2)s1 | -24 |
| CCN(C1CCCCC1)S(=O)(=O)c1ccc(C(=O)O)cc1 | -6 |
| CCOC(=O)CSc1nnc(-c2cccc(Cl)c2)n1CC | -23 |
| NS(=O)(=O)c1cccc2cccnc12 | -8 |
| CCOC(=O)c1c(C)oc(/N=C/c2ccccc2O)c1C#N | 8 |
| NC(=O)c1c(-c2cccs2)csc1N | 12 |
| CCC(=O)Nc1ccc(NC(=O)c2ccccc2Cl)nc1 | -32 |
| CC(OC(=O)c1cc[n+]([O-])cc1)C(=O)Nc1ccc(Cl)cn1 (stereo not given) | -18 |

Quoted at random: 4 entries already listed
| Molecule | GBA activity up |
| --- | --- |
| CCOc1ccc(-c2nnn(CC(=O)c3cc(OC)ccc3OC)n2)cc1 | -8 |
| COc1cc(-c2cc3nc(C)c(C)c(=O)n3[nH]2)cc(OC)c1OC | 6 |
| CCOC(=O)CSc1nnc(-c2cccc(Cl)c2)n1CC | -23 |
| O=C(CN1CCOCC1)Nc1ccc(Oc2ccccc2)cc1 | -26 |

Further records follow:
| Molecule | GBA activity up |
| --- | --- |
| Cc1cc(C)nc(NS(=O)(=O)c2ccccc2)n1 | -22 |
| O=C(Nc1ccc(F)cc1)N(CCCN1CCOCC1)Cc1cc2cc3c(cc2[nH]c1=O)OCCO3 | -8 |
| O=C(COC(=O)C1CCN(C(=O)c2ccc(Cl)cc2)CC1)c1ccco1 | -1 |
| CS/C(=N\S(=O)(=O)c1cccs1)Nc1ccc(N2CCOCC2)cc1 | -2 |
| CC(c1ccco1)N(C(=O)c1ccc(Cl)s1)c1ccccn1 (stereo not given) | 2 |
| Cc1cc(Cl)c(S(=O)(=O)Nc2ccon2)cc1OCC(=O)NC1CCCCC1 | -9 |
| CCCS(=O)(=O)c1nc(S(=O)(=O)c2ccc(C)cc2)c(N2CCCC2)s1 | 4 |
| Cn1c(=O)c2c(-c3ccccc3)n(-n3cnnc3)cc2n(C)c1=O | 9 |
| CN(C)CCN1C(=O)c2oc3ccccc3c(=O)c2C1c1cccc(Br)c1 (stereo not given) | -3 |
| CCOc1ccc(CCNC(=O)C2CC(=O)N(C3CCCC3)C2)cc1OCC (stereo not given) | 6 |
| C=CCn1c(=O)c(C#N)cc2c(=O)n3ccccc3nc21 | -9 |
| CCN(CC)C(=O)C1CCN(CC2CC=CCC2)CC1 (stereo not given) | -38 |
| CC(C)NC(=O)CCS(=O)(=O)c1ccc(Br)s1 | -13 |
| O=C(CSc1nnc(-c2ccc(Cl)s2)o1)N1CCOCC1 | -10 |
| COC(=O)c1cc(Br)c(=O)n(-c2ccc(OC)cc2)c1 | -17 |
| CN(C)c1nc(Oc2ccc(C(=O)OCC(=O)Nc3ccccc3)cc2)nc(N(C)C)n1 | 17 |
| c1ccc(Cn2nnnc2C(c2ccccn2)N2CCOCC2)cc1 (stereo not given) | -3 |
| Cc1cc(Br)ccc1NC(=O)CNC(=O)CN(C)Cc1nc2ccccc2c(=O)[nH]1 | -25 |
| CCOC(=O)c1cccc(-n2c(C)nc3ccccc3c2=O)c1 | -54 |
| CCCC(=O)N1c2ccc(-c3csc(N)n3)cc2CC1C (stereo not given) | 9 |
| O=C(CSc1nnc(-c2cccs2)n1Cc1ccco1)c1ccc2c(c1)OCO2 | -2 |
| CC#CCCCC(=O)Nc1ccccc1C(=O)O | -35 |
| COc1ccc(N2CCN(S(=O)(=O)c3cccc(C(F)(F)F)c3)CC2)cc1 | -3 |
| O=C(CN1CCN(c2nc(-c3ccccc3)cs2)CC1)NCc1ccc2c(c1)OCO2 | -23 |
| O=C(Cn1c(SCC(=O)NC2CCCC2)nnc1-c1ccncc1)Nc1ccc2c(c1)OCO2 | -9 |
| Cc1cc(-c2ccccc2)nc(N2CCN(c3ccccn3)CC2)n1 | -20 |
| CCOC(=O)c1sc2nc3c(cc2c1N)COC(C)(C)C3 | -17 |
| O=C(COc1ncnc2ccc(Br)cc12)Nc1ccc(N2CCOCC2)cc1 | -9 |
| CCOC(=O)c1oc2c(CN3CCCCC3C)c(O)ccc2c(=O)c1-c1ccc(OC)c(OC)c1 (stereo not given) | -24 |
| Cc1ccc(CNC(=O)C2c3ccccc3C(=O)N3CCc4ccccc4C23)o1 (stereo not given) | -6 |
| CCOC(=O)N1CCN(C(=O)c2ccc3c(c2)NC(=O)C(N2CCOCC2)S3)CC1 (stereo not given) | 0 |
| CN(C)c1ccc(N=Cc2nc(-c3ccccc3)oc2O)cc1 | 9 |
| Cc1nn(Cc2ccccc2Cl)c(C)c1NC(=O)c1noc2c1CCCCC2 | -8 |
| COCCCN1C(=O)C(O)=C(C(=O)c2ccco2)C1c1ccccc1 (stereo not given) | -21 |
| CC(=O)Nn1cc2c(=O)n(C)c(=O)n(C)c2c1 | -4 |
| CCOc1cc(C2C(C(=O)OC)=C(C)N=C3SC(C)C(=O)N32)ccc1OC(C)=O (stereo not given) | -27 |
| Cc1c(-n2c(CN3C(=O)c4ccccc4C3=O)nc3ccccc3c2=O)c(=O)n(-c2ccccc2)n1C | 0 |
| CSc1nc(-c2ccccc2)nc(N2CCCC2)c1C(C)=O | 7 |
| N#Cc1ccc(CSc2nnc(-c3cnccn3)o2)cc1 | -20 |
| c1ccc(N2CCN(CCc3nnc4n3CCCCC4)CC2)cc1 | -8 |

Four structures already listed, sorted by length of the SMILES, rising.
| Molecule | GBA activity up |
| --- | --- |
| Cc1nn(Cc2ccccc2Cl)c(C)c1NC(=O)c1noc2c1CCCCC2 | -8 |
| O=C(CSc1nnc(-c2cccs2)n1Cc1ccco1)c1ccc2c(c1)OCO2 | -2 |
| COc1ccc(N2CCN(S(=O)(=O)c3cccc(C(F)(F)F)c3)CC2)cc1 | -3 |
| CCOc1cc(C2C(C(=O)OC)=C(C)N=C3SC(C)C(=O)N32)ccc1OC(C)=O (stereo not given) | -27 |

Next section
| Molecule | GBA activity up |
| --- | --- |
| CCOc1nc2ccccc2nc1NS(=O)(=O)c1ccccc1 | -6 |
| O=C(C1CC1)N1CCc2cc(S(=O)(=O)N3CCCc4ccccc43)ccc21 | -43 |
| O[C@@H]1C2CCCC1[C@]1(O)CCCCC1C2 (stereo not given in full) | -1 |
| CCC(c1nnnn1C1CCCC1)N(Cc1cccs1)Cc1cc2cc(C)ccc2[nH]c1=O (stereo not given) | 4 |
| COc1ccc(N2CCN(C(=O)c3cccc(N4C(=O)C5CC=CC(C)C5C4=O)c3)CC2)cc1 (stereo not given) | -11 |
| CCn1c(SCC(=O)Nc2ccc3c(c2)c2ccccc2n3CC)nnc1-c1ccco1 | 8 |
| O=C(O)CNS(=O)(=O)c1ccc(F)cc1 | -17 |
| CC(C)=CC(=O)OCC(=O)Nc1ccccc1Cl | 2 |
| Cc1ccc(CS(=O)(=O)Cc2ccc(C(=O)NCCCN3CCOCC3)o2)cc1 | -57 |
| CCn1cc(C(=O)NCCCOC(C)C)c2cc(OC)c(OC)cc2c1=O | -9 |
| COC(=O)c1c(-c2cccc(C)c2)csc1N | -1 |
| COc1cc(S(=O)(=O)N2CCOCC2)ccc1NC(=O)COC(=O)c1ccccn1 | 8 |
| O=C(CCC1N=C2c3ccccc3N=C(SCc3ccc(Cl)cc3)N2C1=O)NCc1ccco1 (stereo not given) | 0 |
| COc1ccc(N(Cc2cc3ccc(C)cc3[nH]c2=O)C(C)=O)cc1 | -8 |
| O=C(Nc1ccc2c(c1)OCO2)c1cnn2c1NC(c1ccco1)CC2C(F)(F)F (stereo not given) | -28 |
| Cc1cc(C(=O)COc2cccc3cccnc23)c(C)n1C | -3 |
| CCOC(=O)Cc1csc(NC(=O)CS(=O)(=O)Cc2ccccc2)n1 | -24 |
| O=C(OC(C(=O)NCC1CCCO1)c1ccccn1)c1cccs1 (stereo not given) | 0 |
| CCCC1c2ccc(C)n2CCN1C(=O)Nc1ccc(F)cc1 (stereo not given) | -3 |
| CCn1c(CC(=O)Nc2cccc(OC)c2)nnc1SCC(=O)N1CCN(c2ccccc2)CC1 | -3 |
| Clc1ccc(CSc2nncn2-c2ccccn2)cc1 | 1 |
| O=C(NCc1ccccn1)c1ccc(Br)s1 | -31 |
| COC(=O)c1ccc(NC(=O)CN2CCN(c3cccc(Cl)c3)CC2)cc1 | -17 |
| CCc1nn(C(C)C(=O)NCCc2ccc(OC)c(OC)c2)c(=O)c2cc3occc3n12 (stereo not given) | -21 |
| O=C(c1cc(S(=O)(=O)N2CCOCC2)c(Cl)cc1Cl)N1CCCCC1 | -14 |
| Cc1cc(C)nc(N2CCC(C(=O)NCc3cccs3)CC2)n1 | -51 |
| c1ccc2c(Cn3nnc4ccccc43)cccc2c1 | -50 |
| CCOC(=O)CNC(=O)CSc1nnc(-c2ccccc2)n1Cc1ccco1 | 10 |
| O=S(=O)(c1ccc(Oc2ccc(Br)cc2)cc1)N1CCOCC1 | 5 |
| CCOC(=O)C1CCN(CC(O)COc2ccc(C(C)(C)C)cc2)CC1 (stereo not given) | -22 |
| Cc1ccc(-c2cn3cccnc3n2)cc1NC(=O)c1c(-c2ccccc2Cl)noc1C | -26 |
| CCN(CC)CCCN1C(=O)C(O)=C(C(=O)c2ccco2)C1c1ccc(OC(C)C)cc1 (stereo not given) | -23 |
| CC(C)CCNC(=O)C(c1ccco1)N(Cc1ccccc1)C(=O)c1snc(C(N)=O)c1N (stereo not given) | -19 |
| O=[N+]1C2=C(CCCC2)N([O-])C12CCCC2 | 52 |
| CCCN1CCN(C(=O)Cn2cccc2C(=O)c2ccccc2)CC1 | -1 |
| NC(CSC12CC3CC(CC(C3)C1)C2)C(=O)O (stereo not given) | -2 |
| O=C(c1cn(-c2ccccc2)nc1-c1ccncc1)n1nnc2ccccc21 | -14 |
| CCN1c2ccccc2-c2nc3ccccc3n2C1c1ccncc1 (stereo not given) | 6 |
| CCCn1c(SCC(=O)NC(=O)Nc2ccc(C)cc2C)n[nH]c1=O | 4 |
| CC1=C/C(=C/N(C)c2ccccc2)C(=O)S1 | 6 |
| CCC(=O)Nc1ccc2oc(-c3cccc(C)c3)nc2c1 | 1 |
| O=C(NCc1nc2ccccc2[nH]1)c1ccc(S(=O)(=O)N2CCOCC2)cc1 | -48 |
| O=C(C1CCCCC1)N1CCN(c2ncccn2)CC1 | -17 |
| CCOC(=O)c1[nH]c(C)c(C(=O)Nc2ccc3c(c2)CCC3)c1C | -33 |
| CN(Cc1cc2ccccc2[nH]c1=O)S(=O)(=O)c1ccccc1 | -25 |
| O=C(CCN1CCN(CC(=O)Nc2ccccc2Cl)CC1)Nc1ccccc1F | -42 |
| CCCC(=O)Nc1nnc(CC(=O)OCC)s1 | -6 |
| CSCCC1NC(=O)NC1=O (stereo not given) | 4 |
| COC(=O)c1nc(NC(=O)C(C)(C)C)n[nH]1 | -1 |
| CCOC(=O)N1CCN(c2c(-c3ccccc3)c3cc(Cl)ccc3[nH]c2=O)CC1 | 7 |
| Cc1nnc(SCC2=C(C(=O)O)N3C(=O)[C@@H](NC(=O)Cn4cnnn4)[C@H]3SC2)s1 | -15 |
| CC(=O)c1ccc(NC(=O)c2ccc(S(=O)(=O)N3CCCC3)cc2)cc1 | -5 |
| Cc1c[n+]([O-])n(-c2ccc(C(=O)O)cc2)n1 | 1 |
| CCC(C)(C)n1nnnc1C(c1cc2cc(C)ccc2[nH]c1=O)N1CCCC1 (stereo not given) | -17 |
| CC1CCCCC1NC(=O)Cn1cnc2ccccc2c1=O (stereo not given) | 17 |
| COc1ccc(CCC(=O)Nc2ccc(Br)cn2)cc1 | -23 |
| Cc1ccc(-c2ccc(CCC(=O)O)n2Cc2ccco2)cc1 | -46 |
| CC1CCN(C(=O)Cn2c(=O)oc3ccccc32)CC1 | 2 |
| Cc1cccc(NC(=O)C2CCCN(S(=O)(=O)c3cccc4nsnc34)C2)n1 (stereo not given) | 0 |
| CN(c1cccc(NC(=O)CCSc2ccccc2)c1)S(C)(=O)=O | 17 |

Further entries
| Molecule | GBA activity up |
| --- | --- |
| Cc1ccc(N(CC(=O)NCc2ccco2)C(=O)CCC(=O)Nc2ccccn2)cc1C | -11 |
| CCOCCn1c(CN2CCN(c3cccc(Cl)c3)CC2)nc2c1c(=O)n(C)c(=O)n2C | 8 |
| Cc1[nH]nc2c1C(c1ccc(-c3ccccc3C#N)o1)C(C#N)=C(N)O2 (stereo not given) | -5 |
| CC1CC(c2ccccc2)n2nc(N3C(=O)c4ccccc4C3=O)nc2N1 (stereo not given) | -60 |
| COC(=O)C(C)Sc1nc2c(c(=O)n(C)c(=O)n2C)n1Cc1cccc(C)c1 (stereo not given) | 7 |
| O=C(CN1CCN(c2nc(-c3ccc(F)cc3)cs2)CC1)NCc1ccc2c(c1)OCO2 | -9 |
| O=C(CSc1ccccc1)NCc1cccnc1 | 7 |
| CCOc1ccc(C(=O)Nc2cccc(-c3nc4cccnc4o3)c2)cc1Cl | -21 |
| OC(C#CCN1CCOCC1)(c1ccccc1)C1CC1 (stereo not given) | -4 |
| Cc1ccccc1CS(=O)(=O)Cc1ccc(C(=O)NCc2ccco2)o1 | 171* |
| COc1cc(NC(=O)CC(C)C)ccc1NC(=O)c1ccco1 | -9 |
| Cc1c(NC(=O)C23CC4CC(CC(C)(C4)C2)C3)c(=O)n(-c2ccccc2)n1C | -1 |
| Cc1noc(C)c1CN1C(=O)NC2(CCCCCCC2)C1=O | -11 |

Not all compounds are listed. The share of hits here may be higher or lower than overall.
